# TRPC4 inh = inhibitors of mouse TRPC4 channel, primary screen, Fluo4 calcium, HEK293 TRPC4beta/mu-opioid cells. B-score at 10 µM. actives 0.39% (n = 300,000). DAMGO-evoked Fluo4 calcium flux; stronger effect = lower value. Short transient receptor potential channel 4 (Mus musculus), Q9QUQ5;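 active = B-score over 3 SD under the library average, no early fluorescence shift, positive overall ratio signal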
# Target sequence (Q9QUQ5 whole entry, looked up): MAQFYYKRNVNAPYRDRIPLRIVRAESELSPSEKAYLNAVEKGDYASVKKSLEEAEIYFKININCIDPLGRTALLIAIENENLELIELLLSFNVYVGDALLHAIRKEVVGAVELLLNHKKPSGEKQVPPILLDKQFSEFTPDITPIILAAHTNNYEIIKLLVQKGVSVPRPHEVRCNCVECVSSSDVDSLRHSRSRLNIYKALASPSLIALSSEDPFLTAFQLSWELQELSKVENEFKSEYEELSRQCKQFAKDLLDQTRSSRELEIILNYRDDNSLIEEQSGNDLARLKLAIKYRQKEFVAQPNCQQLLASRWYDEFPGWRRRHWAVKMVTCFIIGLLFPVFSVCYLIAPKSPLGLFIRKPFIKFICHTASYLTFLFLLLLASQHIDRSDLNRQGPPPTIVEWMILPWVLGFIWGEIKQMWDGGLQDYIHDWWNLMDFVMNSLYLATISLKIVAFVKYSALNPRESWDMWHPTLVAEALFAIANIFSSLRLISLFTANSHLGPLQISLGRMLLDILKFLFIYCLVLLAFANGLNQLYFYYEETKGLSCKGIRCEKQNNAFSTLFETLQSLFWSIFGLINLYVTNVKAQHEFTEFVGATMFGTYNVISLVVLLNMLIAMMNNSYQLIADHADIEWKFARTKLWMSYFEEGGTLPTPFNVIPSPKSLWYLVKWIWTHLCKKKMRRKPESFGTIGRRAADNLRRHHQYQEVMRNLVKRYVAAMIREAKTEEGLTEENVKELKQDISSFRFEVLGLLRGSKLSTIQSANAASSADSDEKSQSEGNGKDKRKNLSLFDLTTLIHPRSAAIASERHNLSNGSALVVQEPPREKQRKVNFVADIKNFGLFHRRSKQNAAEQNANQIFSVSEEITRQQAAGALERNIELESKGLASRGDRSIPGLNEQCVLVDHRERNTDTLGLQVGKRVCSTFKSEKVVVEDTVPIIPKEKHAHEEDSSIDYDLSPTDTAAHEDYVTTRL
#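 Assay system – HEK293 line stably carrying TRPC4beta and mu-opioid receptor · Doses – single dose · Detection – Fluo4 calcium-dye fluorescence, kinetic read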
# TRPC6 inhibitor = mouse TRPC6 channel inhibitors, primary screen, cell-based, HEK293, membrane potential dye | Short transient receptor potential channel 6 (Mus musculus), Q61143 | ACh-evoked depolarization; stronger effect = lower value | B-score at 10 µM | actives 1.1% (n = 310,000) | AID 2553, 2010;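 active = B-score under library mean minus 3 SD, initial fluorescence not abnormally high, positive integrated signal ratio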;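 also: B-score derived from integrated fluorescence ratio over the kinetic read; more negative B-score means stronger inhibition of depolarization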
# TRPC4 agonist = activators of mouse TRPC4 channel, primary screen, Fluo4 calcium, HEK293 TRPC4beta/mu-opioid cells. Short transient receptor potential channel 4 (Mus musculus), Q9QUQ5. Fluo4 calcium fluorescence; stronger effect = higher value. B-score at 10 µM. actives 0.49% (n = 310,000). AID 2237, 2010;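 active = B-score above 5 SD of library B-scores, and initial fluorescence ratio not above library mean plus 5 SD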;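 also: positive B-score marks a calcium rise read as TRPC4 activation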
#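 System: HEK293 cells stably co-expressing mouse TRPC4beta and mu-opioid receptor; Schedule: Fluo4 dye loading 45 min at room temperature, 110 s recording; Detection: Fluo4 fluorescence, kinetic; Evaluation: B-scored integrated calcium fluorescence ratio; Controls: buffer (low) and maximal DAMGO (high).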
# SKKanGAS inh = S. pyogenes SKKanGAS growth inhibitors in kanamycin, primary screen, streptokinase expression inhibitor project, SKKanGAS strain, BacTiter-Glo luminescence; AID 1662, 2009; actives 1.3% (n = 300,000); inhibition, % at 7.5 µM; 6 h;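 active = mean replicate score, as percent of positive control median, at least 50; inconclusive = mean below 50 but one replicate at or above 50; inactive = mean and every replicate below 50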;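 also: strain carries kanamycin resistance gene driven by streptokinase promoter and grows in 40 µg/ml kanamycin; loss of luminescence reflects streptokinase promoter inhibition or plain growth inhibition; 0% = median of DMSO wells and 100% = positive control at its reference dose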
# TRPC4 PAM = positive allosteric modulators of TRPC4, primary screen, cell-based, mouse TRPC4beta, HEK293 mu-opioid, Fluo-4 calcium; DAMGO EC20, Fluo-4 Ca2+ flux; stronger effect = higher value; B-score at 10 µM; actives 0.42% (n = 310,000); AID 2227, 2009;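 active = B-score of calcium response area above 5 SD of library B-scores, with initial fluorescence ratio within 5 SD of library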;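 also: B-score of integrated fluorescence ratio over time as area under calcium response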
# TRPC6 act = mouse TRPC6 channel activators, primary screen, cell-based, HEK293, membrane potential dye. HEK293-TRPC6 membrane potential dye fluorescence; stronger effect = higher value. actives 0.13% (n = 310,000). AID 2550, 2010. Short transient receptor potential channel 6 (Mus musculus), Q61143. B-score at 10 µM;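 active = B-score of the integrated fluorescence ratio above library mean plus 3 SD, and starting fluorescence ratio within library mean plus 5 SD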;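 also: higher score means more depolarization so channel activation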
# MrgX1 ag = agonists of human MrgX1 receptor, primary screen, HEK293 cells, Fluo-4 calcium flux | Mas-related G-protein coupled receptor member X1 (Homo sapiens), Q96LB2 | Fluo-4 calcium fluorescence, agonist mode; stronger effect = higher value | B-score at 10 µM | actives 0.44% (n = 310,000);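 active = calcium response B-score plate-corrected fluorescence ratio at least 3 library SD, with starting fluorescence B-score inside 5 SD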
#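 System: HEK293 cells stably expressing human MrgX1 receptor; Dosing: test compound in the initial addition of three; Schedule: overnight plating, then 30 min 37 °C plus 30 min room-temperature dye loading; Detection: kinetic calcium dye fluorescence, Fluo-4 NW; Controls: per-plate positive and negative controls for Z′ factor.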
# MrgX1 antagonist = antagonists of human MrgX1 receptor, primary screen, HEK293 cells, Fluo-4 calcium flux | Mas-related G-protein coupled receptor member X1 (Homo sapiens), Q96LB2 | BAM8-22 antagonism; stronger effect = lower value | B-score at 10 µM | actives 1.3% (n = 310,000) | AID 588676, 2011;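 active = calcium-response B-score plate-corrected more than 3 library SD below zero, starting fluorescence within 5 deviations, no agonist response on first addition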;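 also: peak minus trough fluorescence over baseline after final BAM8-22 challenge near maximal dose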
# MrgX1 allo act = positive allosteric modulators of MrgX1, primary screen, HEK293 cells, Fluo-4 calcium flux. Mas-related G-protein coupled receptor member X1 (Homo sapiens), Q96LB2. FDSS; stronger effect = higher value. B-score at 10 µM. actives 0.63% (n = 310,000);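 active = plate-corrected calcium response at least 3 library SD above typical, normal starting fluorescence, not activating the receptor alone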;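 also: compound read alongside a low EC10 to EC30 dose of BAM8-22 agonist; peak minus trough fluorescence over baseline measured at the second addition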
# ANO1 block = TMEM16A chloride channel inhibitors, primary screen, cell-based, HTS; actives 1.2% (n = 310,000); normalized B-score (activity score, 25-100; higher = stronger inhibition) at 10 µM; HEK293 TMEM16A/YFP iodide influx fluorescence, ionomycin; Anoctamin-1 (Mus musculus), Q8BHY3;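 active = ratio plate-corrected score three or more library SD toward inhibition, starting fluorescence score within five deviations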;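 also: score derived from kinetic fluorescence span divided by baseline fluorescence per well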
# ANO1 activ = TMEM16A chloride channel activators or potentiators, primary screen, cell-based, HTS; AID 623877, 2012; actives 0.3% (n = 340,000); B-score at 10 µM; HEK293 TMEM16A/YFP-H148Q/I152L, iodide quench fluorescence; stronger effect = lower value;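 active = fluorescence-ratio B-score plate-corrected deviation score at least 3 library SD below zero, with starting fluorescence score within 5 deviations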;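 also: channel opened by trigger with iodide after compound preincubation; score built on the fluorescence ratio of max minus min over baseline; more negative score means more quench and so TMEM16A activation or potentiation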
# The depositor's hits bear a star; i = inactive; ? = inconclusive; / = no result given. The order is random; overall some 6.7% were active at least once.
cpd	Structure	TRPC4 PAM	SKKanGAS inh	ANO1 block	ANO1 activ	TRPC6 act	MrgX1 ag	TRPC4 inh	MrgX1 allo act	TRPC6 inhibitor	TRPC4 agonist	MrgX1 antagonist
1	O=C(O)c1cc2cc(F)ccc2[nH]1	i	-5	i	i	i	i	i	i	i	i	i
2	CC(C)CC(C(=O)O)N1C(=O)C2C3c4ccccc4C(c4ccccc43)[C@@H]2C1=O (some centres undefined)	i	6	i	i	i	i	i	i	i	i	i
3	CC(C)OCCCNC(=S)N1CCC(C(=O)c2ccc(Cl)cc2)CC1	i	-3	i	i	i	i	i	i	i	i	i
4	COc1cc(OC)c2c(c1)C(=O)OC2OC (centres undefined)	i	3	i	i	i	i	i	i	i	i	i
5	COc1cc(C(=O)NNC(=O)c2ccc(NC(=O)C(C)(C)C)cc2)cc(OC)c1OC	i	7	i	i	i	i	i	i	i	i	i
6	Fc1cc(F)cc(NC(=S)N2CCC(c3ccccc3)C2)c1 (centres undefined)	i	-3	i	i	i	i	i	i	i	i	i
7	COc1ccc(CCN(C)CC(O)c2ccccc2)cc1OC (centres undefined)	i	2	i	i	i	i	i	i	i	i	i
8	CCCN(CCC)C(=O)CC(c1ccccc1)c1cc(Br)ccc1O (centres undefined)	i	/	i	i	i	i	i	i	i	i	i
9	CCc1ccc2c(c1)cc(CN(C(=S)Nc1ccccc1)C1CC1)c1nnnn12	i	0	i	i	i	i	i	i	i	i	i
10	CC1CC(C)CN(C(=O)CCNC(=O)c2ccccc2Cl)C1 (centres undefined)	i	-2	i	i	i	i	i	i	i	i	i
11	CCSCc1nnc(SCC(=O)Nc2cccc(C(C)=O)c2)n1C	i	1	i	i	i	i	i	i	i	i	i
12	COc1cccc(S(=O)(=O)Nc2cccc(C(=O)N3CCCC3)c2)c1	i	1	i	i	i	i	i	i	i	i	i
13	COc1ccc(C(=O)c2ccc(-c3ccc(OC)cc3)nc2)cc1	i	-8	/	/	i	/	i	/	i	i	/
14	Cc1cc(N/N=C/c2ccccc2F)c2ccccc2n1	i	-5	i	i	i	i	-8*	i	i	i	i
15	COc1ccc(NC(=O)c2ccc(CN3CCN(c4ccccc4)CC3)cc2)cc1	i	5	i	i	i	i	i	i	i	i	i
16	CCn1nc(CC(=O)Nc2ccc(-n3cnnn3)c(C)c2)c2ccccc2c1=O	i	15	i	i	i	i	i	i	i	i	i
17	C=CCn1c(CCNC(=O)c2ccco2)nc2ccccc21	i	2	i	i	i	i	i	i	i	168*	i
18	O=C(N/N=C/c1cc(Br)ccc1O)c1cccc(N2CCCC2=O)c1	i	27	i	i	i	i	i	i	i	i	i
19	O=C(/C=C/c1ccco1)N(Cc1cccc(Br)c1)C1CCS(=O)(=O)C1 (centres undefined)	i	3	i	i	i	i	i	i	i	i	i
20	COc1ccc(NC(=O)N2CCN(C(=O)Nc3ccc(OC)cc3)CC2)cc1	i	-11	i	i	i	i	i	i	i	i	i
21	Cc1cnc(NC(=O)c2cccc(S(=O)(=O)N3CC(C)OC(C)C3)c2)s1 (centres undefined)	i	-10	i	i	i	i	i	i	i	i	i
22	O=C(C1=C(O)C(=O)N(c2ncccn2)C1c1ccc(F)cc1)c1ccco1 (centres undefined)	i	4	i	i	i	i	i	i	i	i	i
23	COc1ccccc1C(=O)N1CCN(Cc2cn[nH]c2-c2ccc(F)cc2F)CC1	i	1	i	i	i	i	i	i	i	i	i
24	O=C(O)Cn1c(-c2cscn2)nc2ccccc21	i	0	i	i	i	i	i	i	i	i	i
25	O=C(COC(=O)c1ccccc1O)NCCC1=CCCCC1	i	4	i	i	i	i	i	i	i	i	i
26	CN(CCC#N)C(=O)COC(=O)c1ccc(CNS(=O)(=O)c2ccc(F)c(Cl)c2)cc1	i	-3	i	i	i	i	i	i	i	i	i
27	COc1ccc2c(Cl)c(-c3nnc(SCC(=O)c4ccccc4)n3C)sc2c1	i	40	i	i	i	i	i	i	i	104*	i
28	COc1ccc2c(c1)CCc1c(C(=O)NCc3ccc(Cl)cc3)noc1-2	i	2	i	i	i	i	i	i	i	i	i
29	Brc1ccc(-c2noc(-c3ccccc3)n2)o1	i	-7	i	i	i	i	i	i	i	i	i
30	CCNS(=O)(=O)c1cc(-c2nnc(OC)c3ccccc23)ccc1C	i	1	i	i	i	i	i	i	i	i	i
31	O=C(c1ccccc1F)N1CCN(S(=O)(=O)c2ccc3ccccc3c2)CC1	i	1	i	i	i	i	i	i	i	i	i
32	O=C(Nc1cccc(S(=O)(=O)N2CCCCC2)c1)c1ccc2ccccc2n1	i	2	i	i	i	i	i	i	i	i	i
33	O=C(Oc1cccc(-n2cnnn2)c1)c1sc2ccccc2c1Cl	i	7	i	i	i	i	i	i	i	i	i
34	O=C(O)c1ccc(N2C(=O)c3ccc(C(=O)c4cccc([N+](=O)[O-])c4)cc3C2=O)cc1	i	-1	i	i	i	i	i	i	i	i	i
35	O=c1c2[nH]c3cccc(Cl)c3c2ncn1CCN1CCCCC1	i	1	i	i	i	i	i	i	i	i	i
36	CC(=O)Oc1cc2c(C(=O)NCCCN3CCOCC3)c(C)oc2c2ccccc12	i	9	i	i	i	i	i	i	i	i	i
37	O=C(COc1ccccc1Cl)NNC(=O)c1ccc2nc[nH]c2c1	i	46	i	i	i	i	i	i	i	i	i
38	CCOC(=O)c1sc(NC(=O)c2ccc(S(=O)(=O)N3CCCCCC3)cc2)nc1-c1ccccc1	i	16	i	i	i	i	i	i	i	i	i
39	COc1ccccc1C(=O)COC(=O)c1ccccc1O	i	-2	i	i	i	i	i	i	i	i	i
40	CCC(Sc1nc(-c2ccccc2)c(-c2ccccc2)[nH]1)C(=O)O (centres undefined)	i	-4	i	i	i	i	i	i	i	i	i
41	O=[N+]([O-])c1cc2c(cc1CN1CCN(c3ccc(F)cc3)CC1)OCO2	i	10	i	i	i	i	i	i	i	i	i
42	CCC(C)NCc1ccc(C(=O)OC)o1 (centres undefined)	i	2	i	i	i	i	i	i	i	i	i
43	C[C@H](NC(=O)Cc1ccccc1)C(=O)N1CCC2(CC1)NCCc1[nH]cnc12	i	0	i	i	i	i	i	i	i	i	i
44	C/C(=N\NC(=O)c1ccc(Cl)c(Cl)c1)c1cccc(NC(=O)C(C)C)c1	i	-1	i	i	i	i	i	i	i	i	i
45	COc1ccc(C2CC(c3ccc([N+](=O)[O-])cc3)=NN2C(C)=O)cc1 (centres undefined)	i	-1	i	i	i	i	i	i	i	i	i
46	CC(=O)NC(CC(=O)NC1CCCc2ccccc21)c1ccccc1 (centres undefined)	i	4	i	i	i	i	i	i	i	i	i
47	O=C1COc2ccc(S(=O)(=O)Nc3ccc(OC(F)(F)F)cc3)cc2N1	i	-7	i	i	i	i	i	i	i	i	i
48	CCCN1CCC(NC(=O)C2CCCCC2C(=O)O)CC1 (centres undefined)	i	-1	i	i	i	i	i	i	i	i	i
49	CCOC(=O)c1ccc(NC(=S)Nc2cccc(N)n2)cc1	i	58*	i	i	i	i	i	i	i	i	i
50	CCCn1c(C2CCCN2c2nc(-c3cccc(Br)c3)cs2)nc2cc(Cl)c(Cl)cc21 (centres undefined)	i	?	i	i	i	i	i	i	i	i	i
51	COC(=O)c1ccc(NC(=O)Cn2nc(SC)n(N)c2=S)cc1	i	-1	i	i	i	i	i	i	i	i	i
52	CCn1c(=O)c2cc(C(=O)Nc3cc(C)on3)sc2c2ccccc21	i	-5	i	i	i	i	i	i	i	i	i
53	NC(=O)CC[C@@H]1NC(=O)[C@H](CO)NC(=O)c2cc([N+](=O)[O-])cc(I)c2OCC[C@@H](C(N)=O)NC1=O	i	0	i	i	i	i	i	i	i	i	i
54	CCC(C(=O)NCc1ccc(C)cc1)c1ccccc1 (centres undefined)	i	-1	i	i	i	i	i	i	i	i	i
55	Cc1ccc(SCc2cc(=O)[nH]c(Nc3nc(C)c4ccc(C)cc4n3)n2)cc1	i	35	i	i	i	i	i	i	i	i	i
56	Cc1ccc(C)c(CNS(=O)(=O)c2ccc3c(c2)C(C)(C)C(=O)N3C)c1	i	4	i	i	i	i	i	i	i	i	i
57	Cc1c(NC(=O)C2CCCO2)cccc1[N+](=O)[O-] (centres undefined)	i	1	i	i	i	i	i	i	i	i	i
58	COc1cccc(-c2cc(C(=O)N3CCN(Cc4ccccc4)CC3)no2)c1	i	-4	i	i	i	i	i	i	i	i	i
59	O=C(c1cnsn1)N1CCCC(Nc2ccc(F)c(F)c2)C1 (centres undefined)	i	4	i	i	i	i	i	i	i	i	i
60	Cc1ccc(S(=O)(=O)NN2C(=O)/C(=C/c3ccc(F)cc3)SC2=S)cc1	i	7	i	i	i	i	i	i	i	i	i
61	COc1ccc(CCNCC(=O)Nc2ccc(C)c(S(=O)(=O)N(C)C)c2)cc1	i	-7	i	i	i	i	i	i	i	i	i
